AT treatment = potential ataxia-telangiectasia treatment; […] A-T fibroblasts, KAP-1 phosphorylation AlphaLISA; neocarzinostatin DNA damage 30 min before lysis; hit rate 0.19% among 320,000; Potency, µM (doses to about 57.5 µM), for the others: at the highest dose activation, most hits filed as activators; further: potency means the concentration at half of the fitted maximal effect; % of control where 0% means no effect; nearly all actives have a fitted effect of over 45% in size
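hTERT-immortalized A-T patient fibroblasts ([…]), 500 cells/well in OPTI-MEM, 1% FBS, got compounds for 60 min, then NCS for 30 min at 37C. Lysates were then assayed for phospho-KAP-1 by AlphaLISA (anti-pKAP1 donor, anti-KAP1 acceptor beads), 6 hr at 25C.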
TSHR antag = blocks TSH signaling through the human TSH receptor | hit rate 0.2% among 330,000 | TSHR-expressing cells, TSH-stimulated cAMP HTRF, 2 h; stronger effect = lower value | activity change, negative = inhibition, % at 11.5 µM | P16473 | AID 504810;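 active means activity change below a set negative limit, meaning inhibition stronger than a set level, cut at about -70% in these data; inconclusive means activity change between two set negative limits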; further: on the % scale 0 is the no-effect control and ±100 the full control effect
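Competitive HTRF cAMP read-out (cryptate anti-cAMP antibody, cAMP-d2; 30 min, room temperature) in freshly harvested TSHR cells. Compounds added before TSH at EC80 (4nM final), followed by 2 hours' incubation at 37 deg C.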
Tb PFK inh = T. brucei PFK enzyme inhibition. O15648. T. brucei PFK, ADP-Glo luminescence. Potency, µM (highest dose often 57.5 µM), without a hit: at the top dose activity, negative = inhibition, usual class: inhibitors. hit rate 0.17% among 330,000. AID 485367;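 further: potency means the concentration at half of the fitted maximal effect; 0% = uninhibited 1x PFK enzyme wells and -100% = no-enzyme wells; nearly all actives have a fitted effect of over 60% in size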
Target sequence (O15648 whole entry, looked up): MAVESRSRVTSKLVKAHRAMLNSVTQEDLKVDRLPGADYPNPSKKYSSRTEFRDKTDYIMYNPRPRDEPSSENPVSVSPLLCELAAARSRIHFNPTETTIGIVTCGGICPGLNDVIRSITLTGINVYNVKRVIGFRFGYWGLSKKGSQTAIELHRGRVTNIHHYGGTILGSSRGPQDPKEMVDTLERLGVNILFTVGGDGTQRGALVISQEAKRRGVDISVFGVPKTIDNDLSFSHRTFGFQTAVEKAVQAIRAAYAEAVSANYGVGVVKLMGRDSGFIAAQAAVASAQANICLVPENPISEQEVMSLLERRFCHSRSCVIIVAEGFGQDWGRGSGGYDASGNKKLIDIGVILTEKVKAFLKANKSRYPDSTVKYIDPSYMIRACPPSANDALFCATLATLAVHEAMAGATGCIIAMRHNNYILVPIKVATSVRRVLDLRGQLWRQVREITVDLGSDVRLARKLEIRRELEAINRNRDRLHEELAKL
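Luminescent ADP detection (ADP-Glo, two-step: ATP depletion then ADP-to-ATP conversion for luciferase) reported PFK activity after 45 min room-temperature reaction of 1.25 nM enzyme with 0.5 mM F6P and 0.1 mM ATP at pH 8.0.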
Eya2 phos inh = blocks the phosphatase activity of human Eya2; O00167; recombinant Eya2, OMFP fluorescence dephosphorylation (OMFP is methylfluorescein phosphate); Potency, µM (highest dose often 76.9 µM), inactives show top-dose activity, negative = inhibition, hits mostly inhibitors; hit rate 0.006% among 330,000; AID 488837; further: potency means the concentration at half of the fitted maximal effect; on the % scale 0 is the no-effect control and ±100 the full control effect
Target sequence (O00167 whole entry, looked up): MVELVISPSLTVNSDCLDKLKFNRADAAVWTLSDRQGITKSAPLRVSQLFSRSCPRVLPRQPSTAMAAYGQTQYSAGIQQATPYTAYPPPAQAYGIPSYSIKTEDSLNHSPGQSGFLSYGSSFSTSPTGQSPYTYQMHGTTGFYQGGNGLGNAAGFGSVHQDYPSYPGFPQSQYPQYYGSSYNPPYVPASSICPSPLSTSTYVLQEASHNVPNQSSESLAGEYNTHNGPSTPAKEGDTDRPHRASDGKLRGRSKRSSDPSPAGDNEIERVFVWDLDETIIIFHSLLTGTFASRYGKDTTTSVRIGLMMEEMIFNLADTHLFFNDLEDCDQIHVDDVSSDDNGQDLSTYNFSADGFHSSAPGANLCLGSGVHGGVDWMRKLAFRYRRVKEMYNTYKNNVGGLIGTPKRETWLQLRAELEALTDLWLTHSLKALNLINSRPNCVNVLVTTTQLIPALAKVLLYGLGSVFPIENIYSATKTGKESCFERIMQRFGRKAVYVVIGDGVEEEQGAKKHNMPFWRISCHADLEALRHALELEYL
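Eya2 (0.2 uM) preincubated 10 min at ambient with compound, then OMFP substrate added at 50 uM; 10 min reaction in 50 mM HEPES pH 7.5, 50 mM NaCl, 5 uM MgCl2, 0.05% BSA, 1 mM DTT. Fluorescence read at Ex 485/Em 525 nm.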
a7 integrin act = integrin-mediated muscular dystrophy alleviation activation; alpha7betagal myoblasts, beta-gal FDG fluorescence, 48 h; Potency, µM (highest dose often 38.3 µM), for inactives: at the highest dose activation, actives largely listed as activators; hit rate 0.064% among 350,000;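 further: potency means the concentration at half of the fitted maximal effect; 100% = response of the positive control SU9516; nearly all actives have a fitted effect of over 60% in size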
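Alpha7betagal+/- myoblasts (passage 13) were plated 16-24 hr, then exposed to compounds (1:260 dilution of DMSO stock) for 48 hours at 37C. After MPER lysis, β-galactosidase reporter activity was read as FDG fluorescence (ex 480/em 540) after 30 minutes.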
Mito fusion act = blocks mitochondrial division or promotes mitochondrial fusion; S. cerevisiae fusion-defective mutant growth rescue, CellTiterGlo 48 h; Potency, µM (highest dose often 46.1 µM), for inactives: at the top dose growth rescue (activation), hits mostly activators; hit rate 0.23% among 320,000; AID 485298;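 further: potency means the concentration at half of the fitted maximal effect; % of control where 0% means no effect; nearly all actives have a fitted effect of over 45% in size; temperature-sensitive fusion mutants such as fzo1-1 at 37 °C on non-fermentable ethanol glycerol medium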
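Compounds are tested for their ability to restore growth of mitochondrial fusion-defective yeast strains at non-permissive 37C in YPEG medium over 48 hours. Viability is quantified by luciferase luminescence.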
ELG1 repair inh = inhibitors of ELG1-dependent DNA repair in HEK293T cells; Potency, µM (doses to about 46.1 µM), for the others: at the highest dose activity change, negative = inhibition, hits mostly inhibitors; hit rate 2.3% among 330,000; HEK293T ELG1-luciferase reporter, luminescence, 16 h; DNA damage induced by 5-fluorouridine; AID 504467; further: potency means the concentration at half of the fitted maximal effect; on the % scale 0 is the no-effect control and ±100 the full control effect; nearly all actives have a fitted effect of over 55% in size
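Quantitative HTS, concentration-response format. 2,000 cells/well co-treated with 5-fluorouridine and compound, 16 hr in 5% CO2 at 37 °C; ONE-Glo luminescence read after 30 min.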
S-ASM inh = inhibitors of human secretory acid sphingomyelinase | Potency, µM (highest dose often 57.5 µM), for inactives: top-dose activity change, negative = inhibition, most hits filed as inhibitors | P17405 | placental ASM, HMU-PC fluorogenic substrate, 60 min | hit rate 0.006% among 340,000; further: potency means the concentration at half of the fitted maximal effect
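Fluorescence read-out (Ex 386 nm, Em 447 nm) after stopping the reaction at pH 10. Enzyme: ASM from human placenta; substrate HMU-PC0, 9 uM final; 60 min, 37 °C. Compound preincubation 10 min, ambient temperature.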
TSG101-PTAP inh = blocks PTAP/TSG101 interaction to inhibit HIV-1 budding | Fluorescence polarization, FITC-PTAP peptide / Tsg101 binding | AID 493005 | 340,000 tested, under 10 active | Potency, µM (series often up to 115 µM), without a hit: at the top dose activity change, negative = inhibition, actives largely listed as inhibitors | Q99816; active means well fitted inhibition curve with a large enough effect in the main read-out, with a control signal flat, not every such curve was filed as active; inconclusive means small, poorly fitted or top-dose-only effect, or effect the other way, or a change in a side signal; inactive means no such curve, though single readings can be large or run the other way; further: potency means the concentration at half of the fitted maximal effect; % of control where 0% means no effect
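FP read-out: FITC-PTAP peptide, 50 nM final, binding Tsg101 binding domain, 10 uM final; 20 min, r.t.; 10 mM HEPES pH 7.5, 0.15 M NaCl, 0.01% Tween 20, 3 mM EDTA, 0.1 mM TCEP.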
TCR act = activators of T cell receptors | Potency, µM (series often up to 9.22 µM), without a hit: at the highest dose activation of IL-2 secretion, most hits filed as activators | primary human leukocytes, anti-CD3, IL-2 HTRF, 48 h | 330,000 tested, under 10 active; further: % of control where 0% means no effect
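Readout: HTRF IL-2, Eu-cryptate/d2 antibody pair, 320nm excitation, 665nm emission. Stimulus: a-CD3 beads, no co-stimulation. Cells: primary human leukocytes. Exposure: 48 hr with compound.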
Chronic BCR inh = inhibitors of chronic active B-cell receptor signaling | ABC-DLBCL IkBa-CBG/CBR reporter, luminescence ratio, 4 h | Potency, µM (doses to about 46.1 µM), for inactives: at the highest dose ratio change, negative = lower green/red ratio, usual class: inhibitors | hit rate 0.05% among 340,000; active means well fitted inhibition curve with a large enough effect in the signal ratio, with a control signal flat, not every such curve was filed as active; inconclusive means small, poorly fitted or top-dose-only effect, or effect the other way, or a change in a side signal; the % refers to the signal ratio;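 further: potency means the concentration at half of the fitted maximal effect; plate controls were basal doxycycline-induced cells for no effect and cells given 10 µM MG132 for full effect; MG132 reads +100%, hits lower the ratio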
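TMD8 human ABC-DLBCL cells with doxycycline-inducible IκBα–green luciferase fusion and unfused red luciferase, in 0.5% FBS medium; compounds up to 46 uM, 4 h at 37C. Green/red luminescence ratio, filter-overlap corrected, fitted to concentration-response curves.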
An asterisk follows results filed as active; ? = inconclusive; nt = no result given; [ ] = dose if it differs, or a comment. Unless noted, the call rests on the fitted dose curve; in most records, active means well fitted curve in the direction sought with a large enough effect; inconclusive means small, poorly fitted or top-dose-only effect, or another doubt; inactive means no such curve, though single readings can be large; an effect the other way counts as inactive or inconclusive.

structure	AT treatment	TSHR antag	Tb PFK inh	Eya2 phos inh	a7 integrin act	Mito fusion act	ELG1 repair inh	S-ASM inh	TSG101-PTAP inh	TCR act	Chronic BCR inh
O=C(CC1C(=O)NCCN1Cc1ccc(F)c(F)c1)NCCn1cccn1 (configuration not stated)	-1.7%	0.7	-6.8%	0.2%	?	4.4%	6.8%	8.2%	-2.4%	0.2%	17.3%
CCCSc1cc(N)cc([N+](=O)[O-])c1	-0.6%	-7.8	4.0%	14.3%	-14.4%	-3.4%	-14.9%	-1.9%	0.0%	-2.4%	?
O=C(NN1C(=O)C2CCCCC2C1=O)c1ccco1 (configuration not stated)	-16.6%	1.2	-1.5%	-0.6%	5.5%	-5.0%	11.0%	-5.1%	-6.0%	-3.7%	-0.3%
COc1cccc(NC(=O)C2CCN(C(=O)NC3CCCCC3)CC2)c1	-1.1%	6.3	-1.7%	7.9%	23.9%	4.5%	-0.8%	-0.5%	-0.2%	4.6%	0.7%
COc1ccc(NC(=O)c2cccc(S(=O)(=O)N3CCOCC3)c2)cc1	9.0%	3.6	-0.6%	1.8%	-9.2%	-3.8%	0.0%	0.4%	-2.4%	-2.5%	-2.5%
C=CCN=C1S/C(=C/c2cccc([N+](=O)[O-])c2)C(=O)N1CC=C	11.5%	-9.8	-15.7%	-4.9%	7.0%	-5.6%	?	-8.6%	-2.0%	2.7%	4.0%
COc1ccc(-c2cc(C(=O)OCC(=O)NC(C)(C)C)c3ccccc3n2)cc1	?	7.6	-3.9%	-5.9%	nt	26.7%	-1.5%	nt	nt	nt	7.3%
COc1ccc(CN2CCCC(CO)(Cc3ccc(F)cc3F)C2)cc1 (configuration not stated)	1.6%	5.0	0.1%	3.9%	-33.7%	-9.7%	-15.0%	0.7%	-3.8%	-4.4%	-0.4%
Cc1ccc(SCC(=O)OCC(=O)N2CCN(C(=O)c3ccco3)CC2)c(C)c1	2.8%	0.6	0.0%	10.0%	4.7%	0.5%	?	0.3%	-0.4%	-3.5%	4.3%
COc1cccc(C2CC(c3cccc(NS(C)(=O)=O)c3)=NN2C(=O)c2ccccc2)c1OC (configuration not stated)	1.2%	2.8	2.7%	-8.8%	-18.0%	-11.1%	-29.8%	-2.0%	-0.4%	-4.9%[46.1 µM]	-3.4%
CC(C)O/N=C1\C(=O)N(c2ccccc2)c2ccccc21	2.7%	-1.6	-0.5%	-2.6%	-17.7%	2.4%	-7.5%	-0.1%	-13.4%	1.4%	-9.2%
CO/C=C\C=C/c1nnn(-c2ccc(Cl)cc2)n1	3.7%	-5.2	?	1.9%	0.0%	27.3%	?	0.9%	-2.1%	0.5%[46.1 µM]	?
CCSc1nnc2ccc(-c3cccs3)nn12	7.4%	6.5	-0.6%	-12.4%	0.0%	?	?	11.5%	-6.6%	1.4%	-15.6%
Cn1c(CO)nc2cc(N)ccc21	-1.8%	6.7	-0.9%	-5.1%	23.0%	2.4%	8.3%	5.0%	-2.9%	2.9%	?
Cc1nnc(SCC(=O)Nc2ccc(S(N)(=O)=O)cc2)n(N)c1=O	-10.1%	27.0	-1.5%	-7.7%	5.6%	nt	-0.5%	0.5%	-5.5%	-1.4%	0.0%
CCC(C)[C@H](NC(=O)Nc1ccccc1F)C(=O)OC (some centres not stated)	-3.0%	10.2	-2.0%	-2.0%	30.0%	4.3%	4.0%	-0.7%	2.2%	-0.4%	-13.6%
CC(C)(C)c1cc(NC(=O)COC(=O)c2ccc(O)cc2O)n(-c2ccccc2)n1	-0.4%	-10.3	0.1%	3.3%	-10.1%	4.8%	?	-6.0%	-2.8%	-6.3%	?
COc1cc2c(cc1OC)-c1nc3ccccc3c(=O)n1C(C)(C)C2	nt	-10.8	6.6%	-4.9%	17.9%	5.0%	?	2.2%	nt	nt	?
CCCCNC(=O)C1C2C=CC3(CN(Cc4ccccc4Cl)C(=O)C13)O2 (configuration not stated)	-3.8%	-3.3	2.1%	-1.0%	14.5%	1.2%	0.0%	4.5%	-6.0%	-3.8%	-1.7%
Cc1c(C)c(C)c(CO/N=C/c2cccs2)c(C)c1C	-8.3%	2.6	-2.5%	3.5%	0.9%	3.9%	?	-1.7%	0.1%	3.1%	5.9%
CCCC(=NC(C)CC)C1=C(O)CC(c2ccccc2)CC1=O (configuration not stated)	-3.6%	-88.4*	-0.9%	-7.8%	12.5%	1.6%	1.4%	-4.8%	0.6%	1.0%	11.2%
FC(F)Oc1ccc(NC(=S)NN2CCOCC2)cc1	-2.3%	-4.9	-2.7%	-18.1%	10.6%	-3.0%	1.9%	2.5%	-0.8%	nt	-4.6%
Cc1cccc([C@@H](NC(=O)OC(C)(C)C)C(=O)OC(C)(C)C)c1	1.5%	-9.1	-1.4%	-5.8%	-7.2%	-5.0%	20.3%	-0.7%	-2.3%	4.5%	?
Cc1ccc2c(c1)CCCN2C(=O)CSc1ccccc1	4.6%	-9.1	0.8%	7.5%	-35.5%	1.5%	13.0%	-1.6%	-6.4%	2.9%	?
Cc1ccc(OCC(=O)Nc2ccccc2N2CCCC2)c(C)c1	20.2%	-4.4	-25.8%	-5.3%	3.8%	6.8%	3.0%	-3.3%	-1.9%	4.8%	1.4%
Cc1nnc(SCc2cc(=O)[nH]c(N3CCN(C)CC3)n2)s1	2.7%	7.6	-3.0%	1.5%	-8.8%	-25.5%	-8.5%	4.6%	0.2%	-4.6%[46.1 µM]	1.6%
Cc1cc(C)cc(Oc2coc3cc(O)ccc3c2=O)c1	9.8%	15.7	-0.9%	5.7%	-10.7%	9.8%	30.0%	36.5%	-4.1%	-49.6%	-1.6%
Cc1cc2ncc(-c3ccc(Cl)cc3)c(N)n2n1	-10.5%	-0.2	0.3%	-29.3%	-8.8%	8.0%	?	1.1%	0.4%	2.7%	-4.0%
CCN(CC)C(=O)CSc1nnc2nnc3cc(Cl)ccc3n12	-1.8%	1.6	-0.6%	-1.6%	0.1%	?	?	0.3%	?	-7.3%	1.2%
O=C(NCCN1CCCOC1=O)C(=O)NCCN1CCCOC1=O	1.1%	-0.3	0.5%	-4.8%	11.4%	-3.2%	13.5%	-1.8%	0.3%	-3.7%	2.2%
O=C(O)COc1cccc2ccccc12	-0.6%	5.5	-4.3%	3.1%	-7.9%[7.66 µM]	-2.6%	15.1%	0.6%	-5.5%	nt	10.9%
COc1ccc(S(=O)(=O)NC2(C(F)(F)F)N=C3SCCN3C2=O)cc1 (configuration not stated)	0.5%	17.4	-5.6%	10.1%	22.2%	-2.2%	-6.8%	-7.2%	2.0%	-2.3%	-7.5%
CC(C)c1ccc(OCC(=O)NCc2ccccc2)cc1	-3.7%	-3.1	-1.9%	11.2%	-10.5%	-0.7%	-6.5%	8.6%	-1.2%	3.3%	6.0%
COc1ccc(-c2cn3cccnc3n2)cc1NC(=O)Nc1cc(C)ccc1C	6.4%	-0.7	-23.7%	27.5%	nt	-5.3%	nt	nt	nt	nt	0.0%
C/C(CC(=O)NCc1ccco1)=N\NC(=O)Cc1ccc(Cl)cc1	-11.9%	13.2	?	10.3%	22.4%	1.2%	1.9%	0.1%	-4.8%	-1.7%	-13.1%

No enrichment for hits; 3.2% or so of the library scored in one or more.
